# pCIP destab = lowers stability of the mouse p/CIP coactivator protein; Q05BA5; F442A p/CIP-EGFP cells, EGFP fluorescence, 16 h; decrease of EGFP signal, % at 10 µM; actives 0.01% (n = 290,000);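 active = EGFP signal decrease of at least 30% at 10 µM or well 3 SD below plate mean, unless failing retest; inactive = the rest, including hits failing retest or dose response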; note: some compounds called inactive have numbers as strong as hits; many of its hits are not listed in these tables
# IDE cell activ = activators of human insulin-degrading enzyme in cells. P14735. HEK cells, FAbeta-B cleavage, fluorescence polarization; 0% vehicle, 100% cell-free pure enzyme wells. activation, % at 5.96 µM. actives 0.073% (n = 340,000);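 active = activation above the mean of all tested compounds plus 3 SD, set per screening campaign, cut at about 17% in these data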
# VIM-2 inhibitor = inhibitors of Pseudomonas aeruginosa VIM-2 metallo-beta-lactamase; purified VIM-2, nitrocefin hydrolysis, epi-absorbance fluorescence; inhibition, % at 5.6 µM; actives 0.89% (n = 290,000); AID 1527;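 active = inhibition above the mean of all tested compounds plus 3 SD, cutoff set per screening run, cut at about 7.5% in these data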;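 note: red hydrolysis product quenches plate fluorescence so inhibitors raise well fluorescence; 0% = enzyme with DMSO and 100% = DMSO without enzyme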
# PfM18AAP inh = blocks P. falciparum M18 aspartyl aminopeptidase; recombinant PfM18AAP, H-Glu-NHMec fluorogenic cleavage; inhibition, % at 7.35 µM; actives 1.2% (n = 290,000); AID 1822;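 active = inhibition above the campaign mean inhibition over all tested compounds plus 3 SD, cut at about 28% in these data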;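 note: 0% = plate median of test compound wells and 100% = 2 mM ZnCl2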
# NALP1 yeast inh = inhibitors of NALP1 inflammasome in yeast. S. cerevisiae NALP1/ASC/caspase-1 growth, X-gal OD620, 72 h. inhibition, % at 10 µM. actives 0.61% (n = 280,000). AID 2071; in the data active = inhibition mostly above about 24%, no sharp cut-off; inactive = mostly below about 32%; note: some compounds called inactive have numbers as strong as hits
# GPR7 antag = blocks human GPR7 receptor signaling; actives 1.1% (n = 290,000); inhibition, % at 4.4 µM; GPR7-expressing cells, fluorescence antagonist assay; AID 1861; in the data active = inhibition above about 16%, passing the limit was not always enough;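 note: cells stimulated with the agonist NPW; 0% = agonist with vehicle and 100% = vehicle without agonist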
# Target sequence (P48145 whole entry, looked up): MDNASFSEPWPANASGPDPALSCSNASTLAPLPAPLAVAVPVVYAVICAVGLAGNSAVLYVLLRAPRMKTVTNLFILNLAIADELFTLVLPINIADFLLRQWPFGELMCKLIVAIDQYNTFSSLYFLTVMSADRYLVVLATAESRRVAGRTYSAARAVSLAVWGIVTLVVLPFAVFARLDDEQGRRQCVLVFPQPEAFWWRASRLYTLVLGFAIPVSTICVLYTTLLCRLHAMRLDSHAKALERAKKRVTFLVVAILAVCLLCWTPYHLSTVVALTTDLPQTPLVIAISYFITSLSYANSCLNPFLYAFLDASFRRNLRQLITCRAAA
# IDE inh = inhibitors of human insulin-degrading enzyme in cells. P14735. HEK cells, FAbetaB cleavage, fluorescence polarization. inhibition, % at 5.59 µM. actives 0.41% (n = 320,000). AID 434962;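 active = percent inhibition above the average of all tested compounds plus 3 SD, set per screening campaign, cut at about 16% in these data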;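 note: IDE supplied by intact live HEK cells; FP after avidin binding of uncleaved biotin substrate so inhibition keeps polarization high; 0% = DMSO wells and 100% = 60 µM reference IDE inhibitor Ii1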
# IMP-1 inhibitor = inhibitors of Pseudomonas aeruginosa IMP-1 metallo-beta-lactamase; actives 0.45% (n = 290,000); inhibition, % at 5.6 µM; AID 1556; purified IMP-1, nitrocefin hydrolysis, epi-absorbance fluorescence;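 active = inhibition above the mean plus 3 SD of all compounds in the same screening run, cut at about 4.5% in these data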;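 note: 0% = IMP-1 with DMSO and 100% = DMSO wells lacking enzyme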
#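 System: purified IMP-1 / Input: IMP-1 dispensed at 0.2 nM / Medium: 50 mM HEPES pH 7.1, 50 µM ZnSO4, 0.05% Brij 35 / Timing: 15 min enzyme–compound preincubation, then 25 min nitrocefin reaction, 25 °C / Technique: plate fluorescence quenching by hydrolysis product, ex 480/em 530 nm / Repeats: singlicate testing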
# PHOSPHO1 inh = blocks human PHOSPHO1 phosphatase activity; AID 1565; inhibition, % at 13.3 µM; actives 1.1% (n = 290,000); recombinant PHOSPHO1, absorbance phosphatase assay; Q8TCT1; in the data active = inhibition above about 60%
# Target sequence (Q8TCT1 whole entry, looked up): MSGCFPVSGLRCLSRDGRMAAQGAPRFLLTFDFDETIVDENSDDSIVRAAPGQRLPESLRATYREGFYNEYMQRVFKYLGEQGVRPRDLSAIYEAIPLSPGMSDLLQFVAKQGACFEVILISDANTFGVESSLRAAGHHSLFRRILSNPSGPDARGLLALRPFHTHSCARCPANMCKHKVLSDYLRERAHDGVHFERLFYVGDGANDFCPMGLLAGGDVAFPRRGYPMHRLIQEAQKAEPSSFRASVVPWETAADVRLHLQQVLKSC
# * = called active by the depositor; . = no result given.
# The opening 2 records (preview)
# The line under a structure holds: pCIP destab	IDE cell activ	VIM-2 inhibitor	PfM18AAP inh	NALP1 yeast inh	GPR7 antag	IDE inh	IMP-1 inhibitor	PHOSPHO1 inh
COC(=O)C1=C(C)NC(C)=C(C(=O)OC)C1C1CC=CCC1 (stereo not drawn)
 : 11	8	0.5	1	16	-14	-2	-1.1	-2
NC(=O)C1CCN(CCCNC2CC(=O)N(Cc3ccc(N4CCCC4=O)cc3)C2=O)CC1 (stereo not drawn)
 : .	7	-3.8	-7	.	-17	0	-5.1	.

# Results, from the start:
# The line under a structure holds: pCIP destab	IDE cell activ	VIM-2 inhibitor	PfM18AAP inh	NALP1 yeast inh	GPR7 antag	IDE inh	IMP-1 inhibitor	PHOSPHO1 inh
COC(=O)C1=C(C)NC(C)=C(C(=O)OC)C1C1CC=CCC1 (stereo not drawn)
 : 11	8	0.5	1	16	-14	-2	-1.1	-2
NC(=O)C1CCN(CCCNC2CC(=O)N(Cc3ccc(N4CCCC4=O)cc3)C2=O)CC1 (stereo not drawn)
 : .	7	-3.8	-7	.	-17	0	-5.1	.
Cc1ccccc1CC(=O)NCC1CCCCC1
 : -4	4	-2.7	-2	-5	-1	.	-3.6	9
CN1/C(=C/C(=O)C2CCC2)Sc2ccccc21
 : -13	-2	-4.0	5	23	-13	1	-2.7	13
O=C(O)c1ccc(CSc2nnc(-c3ccc(Cl)cc3)o2)cc1
 : -5	8	0.7	-2	20	4	4	-0.3	24
COC(=O)c1sccc1NC(=O)c1cc(OC)cc(OC)c1
 : -14	1	-4.2	-4	2	-22	4	-3.9	1
CC(=O)Cn1c(C(F)(F)F)nc2ccccc21
 : -6	4	-0.5	2	20	-13	-2	-2.9	8
N#CC1=C(N)C2=C(N3CCCCC3)CCCC2C1(C#N)C#N (stereo not drawn)
 : -6	-4	-4.8	18	24	-7	2	-3.3	-3
Cc1cccc(N2CCN(C(c3ccc(N(C)C)cc3)c3nnnn3C(C)(C)C)CC2)c1C (stereo not drawn)
 : -9	4	-4.3	0	-5	-9	-6	-2.9	27
O=C(CC1SC(=O)N(c2ccccc2)C1=O)Nc1ccccc1 (stereo not drawn)
 : -14	-10	-3.1	3	-14	-7	-3	-1.8	29
CCCC(=O)Nc1ccc(NC(=O)C23CC4CC(CC(C4)C2)C3)cn1
 : -5	0	-2.1	-4	0	-8	-2	-2.5	-1
CN(C)N1C(=O)CC(NNC(=O)c2ccncc2)C1=O (stereo not drawn)
 : -7	-1	-3.6	5	22	-2	-1	-1.4	3
CCOc1ccc2nc(SCC(=O)NC(=O)NCc3ccco3)sc2c1
 : -4	-8	1.2	20	-12	14	-2	1.2	46
CCOC(=O)c1sc2nc(SCC(=O)NCc3ccco3)n(Cc3ccccc3)c(=O)c2c1C
 : -3	-4	-4.1	-8	24	6	-6	-3.7	-14
O=C(C1=NN[C@@H]2C(=O)N(c3ccccc3C(F)(F)F)C(=O)[C@H]12)c1cnccn1
 : -16	6	-2.1	-9	.	9	-1	-2.5	8
CC(=O)c1c(O)c2cccc3c2n(c1=O)CCC3
 : 3	2	3.2	1	2	-7	6	0.6	33
C/C=C(/C)C(=O)Nc1cccc(C2=NOC3(C2)C[C@@H](C(N)=O)N(C(=O)C2(C)CC2)C3)c1 (stereo partly drawn)
 : -6	2	.	.	.	.	-1	.	-4
O=C(COC(=O)/C=C/c1cccc([N+](=O)[O-])c1)NCC1CCCO1 (stereo not drawn)
 : -20	6	-4.7	-5	-3	4	-3	-3.1	6
CCn1c(NC(=O)C(C)C)c(-c2cccs2)c(=O)c2ccccc21
 : -12	4	-2.2	3	24	-5	1	-2.0	12
O=C(O)CC(SCC(=O)Nc1ccccc1)C(=O)O (stereo not drawn)
 : -5	3	2.0	4	4	-12	3	-1.1	23
COC(=O)c1sc2cc(C(F)(F)F)cnc2c1-c1cccnc1
 : -8	4	-1.0	0	27	-5	-3	-1.5	18
COc1cc2cc(Br)cc(Br)c2nc1C
 : -3	-1	-2.7	-1	38	-6	1	-3.1	-12
Cn1c(-c2cccc(OCc3ccccc3)c2)nc2c1c(=O)[nH]c(=O)n2Cc1ccccc1
 : -1	-2	-3.8	3	21	-10	-1	-2.7	20
Cc1ccc(Nc2nc3nonc3nc2N(C)C)cc1
 : -3	1	-2.8	2	6	-5	-1	-3.8	16
C#CCn1c(CCNC(=O)c2ccco2)nc2ccccc21
 : 9	4	1.4	1	14	3	-1	-2.1	-8
C=CCn1c(Oc2cccc(C)c2)nc2c1c(=O)n(C)c(=O)n2C
 : -10	0	-1.6	3	-8	5	6	-3.2	-1
COc1ccc(N2CCN(C(=O)CCNS(=O)(=O)c3cc(Br)cnc3N)CC2)cc1
 : -7	-2	-2.9	8	28	-13	6	-4.9	11
O=C(O)c1ccccc1-c1ccccc1C(=O)Nc1ccc(OC(F)(F)F)cc1
 : -13	3	0.6	-10	15	-10	.	-1.8	-1
Cc1c(C(=O)NCc2cccnc2)oc2ccc(S(=O)(=O)N3CC(C)CC(C)C3)cc12 (stereo not drawn)
 : -22	9	0.1	-3	30	-9	1	-1.7	-14
COc1ccc(CC(=O)NNc2ncnc3c2cnn3C)cc1OC
 : -2	3	-3.8	-2	24	-2	-2	-2.5	-2

# (listing goes on)
# The line under a structure holds: pCIP destab	IDE cell activ	VIM-2 inhibitor	PfM18AAP inh	NALP1 yeast inh	GPR7 antag	IDE inh	IMP-1 inhibitor	PHOSPHO1 inh
O=C1CC(c2ccccc2)CC(O)=C1C=Nc1ccc(O)cc1 (stereo not drawn)
 : -4	0	0.2	8	13	-3	6	0.5	2
O=C(Nc1ccccc1-c1ccccc1)c1cccc([N+](=O)[O-])c1
 : -11	0	-2.7	0	15	-6	0	1.7	12
COc1ccc(C2NS(=O)(=O)OCC2C)cc1 (stereo not drawn)
 : -4	4	-1.6	-2	18	-2	1	-1.4	4
O=C(NC1CCCCC1)N(Cc1cc2cc3c(cc2[nH]c1=O)OCCO3)CC1CCCO1 (stereo not drawn)
 : -10	1	-0.1	0	-4	-11	7	-2.5	-12
COC(=O)C(C(=O)OC)c1ccc(NC(=O)c2cccc(Cl)c2)cc1
 : 1	2	-2.4	-1	-18	-10	0	0.1	8
CCOC(=O)C1(CC)NC(c2cccc(F)c2)C2C(=O)N(CC)C(=O)C21 (stereo not drawn)
 : -2	3	-1.4	0	-2	10	7	-1.1	10
COc1cc(C)c(CN2CCCCC2CO)cc1C (stereo not drawn)
 : -8	4	-3.0	-10	5	1	-8	-2.8	1
COc1ccccc1OCCSc1ncnc2nc[nH]c12
 : 8	0	1.3	-2	13	1	6	-3.6	-3
COc1ccc(Cl)cc1C(=O)Nc1ccc2c(c1)OCCO2
 : 4	-5	-0.3	1	14	-1	.	-1.0	-7
CC(C)(C)N1CC(c2nc3ccccc3n2CCOc2ccccc2)CC1=O (stereo not drawn)
 : 4	2	-2.1	1	4	7	4	-2.4	18
CCOc1ccc(-c2cc(C(=O)NN)[nH]n2)cc1
 : -11	-2	-2.9	3	9	0	4	-2.4	-15
Oc1ccc(/C=N/Nc2nccnc2Cl)c(O)c1
 : 0	2	-4.3	35*	-20	-6	3	-4.4	1
CCn1cc(C(=O)NCC(C)C)c(=O)c2cc(F)c(N3CCN(C)CC3)cc21
 : -3	.	1.9	0	12	-7	-5	-3.9	37
O=C1CSC(c2ccc(F)cc2)N1c1nc2ccccc2s1 (stereo not drawn)
 : 10	-1	-2.8	1	24	-9	-14	-1.6	2
COc1cccc2cc(C(=O)N3CCN(c4ncccn4)CC3)c(=O)oc12
 : -5	8	-0.9	-9	34	-1	-3	-2.8	4
CCc1ccc(NC(=S)NCC2CCCN2CC)cc1 (stereo not drawn)
 : -3	0	0.1	-4	21	2	5	-1.0	-10
CCCCNc1nc(=S)[nH]c2cc(OC)c(OC)cc12
 : -6	4	-0.1	-12	-24	-4	0	-5.6	53
COc1ccc(NC(=O)c2ccc(CN3CCN(c4ccccc4)CC3)cc2)cc1
 : 0	1	-3.2	8	28	6	6	0.0	1
CCOC(=O)N1CCN(CCC(=O)Nc2cc(C)ccc2OC)CC1
 : -22	5	-2.1	-15	14	6	1	-1.1	15
COc1cc(C2CC(c3c(C)cc(C)[nH]c3=O)=NN2c2ccccc2F)cc(OC)c1OC (stereo not drawn)
 : -15	-5	-4.6	5	4	-6	5	-4.0	23
Cc1cc(=O)[nH]c2cc(Cl)ccc12
 : 1	4	1.7	-2	5	-8	-4	-2.4	7
COc1ccc(/C=C(\NC(=O)c2ccco2)C(=O)N2CCCCC2)cc1
 : 3	-1	0.2	0	10	-9	-2	-1.9	6
CCOC(=O)CSc1nc2ccc(N3CCOCC3)cc2c(=O)n1Cc1ccc2c(c1)OCO2
 : -12	.	-2.8	37*	4	6	-4	-0.6	31
C/C(=N/NC(=O)CNC(=O)c1ccccc1)c1ccc(C)cc1
 : -2	7	-3.3	6	42	-7	-2	-3.0	-11
COc1cc(OC)cc(C(=O)Nc2ccc3c(c2)OCCO3)c1
 : -12	-2	0.1	3	12	-14	1	-4.0	44
COC(=O)C1C(=O)C=C(Nc2ccc(F)cc2)CC1c1ccc(OC)cc1 (stereo not drawn)
 : 6	1	-1.7	-4	13	-10	-3	-2.9	-10
Cc1occc1C(=O)NCCCCc1ccccc1
 : 1	1	-2.1	4	-12	13	-4	-1.5	21
c1ccc(-c2ccccc2OCCCCN2CCCCCC2)cc1
 : -8	0	-3.7	-1	34	15	-5	-3.3	32
O=C(CCc1ccc(S(=O)(=O)N2CCOCC2)cc1)OCc1nc2ccccc2s1
 : -6	-4	-2.2	-3	-5	-4	2	-3.5	-10
O=C(COC(=O)c1ccc(Cl)s1)c1cc2ccccc2o1
 : -1	4	-1.7	-11	21	0	5	0.8	8

# More entries.
# The line under a structure holds: pCIP destab	IDE cell activ	VIM-2 inhibitor	PfM18AAP inh	NALP1 yeast inh	GPR7 antag	IDE inh	IMP-1 inhibitor	PHOSPHO1 inh
CCCn1nnc(NC(=O)c2ccc(Cl)cc2Cl)n1
 : -11	5	0.3	1	-1	-3	4	-2.4	-23
O=C(Cn1cc([N+](=O)[O-])cn1)NC1CCCCCC1
 : -9	-1	-0.9	-3	3	0	-6	-2.5	28
CCCc1c(O)nc(SC2CC(=O)N(c3cc(OC)ccc3OC)C2=O)[nH]c1=O (stereo not drawn)
 : 8	1	0.9	-8	.	-3	-1	-2.3	15
O=C1N/C(=C/c2ccc(N3CCOCC3)o2)C(=O)N1c1cccc(Cl)c1
 : -12	-1	-2.2	1	-6	-16	5	-2.7	51
CCOC(=O)C1CCCN(CCC(=O)Nc2ccc(F)c(F)c2)C1 (stereo not drawn)
 : -11	-5	-2.8	3	13	-11	-3	-0.4	-21
COc1ccc(NC(=O)COc2nc3ccccc3nc2N2CCOCC2)c(OC)c1
 : 0	2	1.6	-18	-2	-5	3	-0.7	15
CCOC(=O)Cn1c(=O)oc2cc(S(=O)(=O)N(C)c3cccc(C)c3)ccc21
 : 12	7	-3.5	2	.	12	2	-2.6	32
O=C(NC1Cc2ccccc2C1)c1cc(COc2ccc(F)cc2Cl)on1
 : 12	1	-2.4	-1	-5	-18	4	-0.8	14
O=C(NCc1ccc(F)cc1F)Nc1cnccc1C(F)(F)F
 : -4	-1	-2.6	1	1	-11	2	-1.4	.
CCOC(=O)c1cn(CC(=O)Nc2cccc(Cl)c2)nn1
 : -43	3	-5.1	0	0	-5	4	-1.9	-21
CC(NC(=O)CC1SC(N)=NC1=O)c1ccccc1 (stereo not drawn)
 : -7	0	0.6	-7	-1	-4	2	-2.0	50
